RGS4-Gao reg: human RGS4-Galphao interaction regulation; P09471; Multiplexed bead flow cytometry, RGS4-Galphao binding; actives lie on both sides; binding response (% of control), % at 10 µM; 220,000 compounds, 0.33% hits; in the data active = binding response below about 49% or above about 150%; inactive = in between;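 note: fluorescent Galphao activated with aluminum fluoride binding bead-coupled RGS4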
Target sequence (P09471 whole entry, looked up): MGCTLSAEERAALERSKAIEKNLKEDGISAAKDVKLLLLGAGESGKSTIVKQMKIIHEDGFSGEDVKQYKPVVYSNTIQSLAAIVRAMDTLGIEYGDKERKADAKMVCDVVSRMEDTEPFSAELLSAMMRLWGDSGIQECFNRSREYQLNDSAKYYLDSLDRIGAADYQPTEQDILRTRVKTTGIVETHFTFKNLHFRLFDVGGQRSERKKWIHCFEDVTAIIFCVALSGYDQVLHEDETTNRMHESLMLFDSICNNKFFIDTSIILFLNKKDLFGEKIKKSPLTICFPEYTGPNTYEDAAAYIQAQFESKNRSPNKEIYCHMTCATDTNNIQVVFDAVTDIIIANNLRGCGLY
Bim-Bcl-W: inhibitors of Bim-Bcl-W interaction, human; Q92843; bead-based flow cytometry, Bim peptide-Bcl-W binding; inhibition, % at 10 µM; 190,000 compounds, 0.02% hits; AID 952;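 note: 0% = bound tracer without compound and 100% = peptide blocker; higher means less fluorescent Bim peptide bound to Bcl-W beads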
Target sequence (Q92843 whole entry, looked up): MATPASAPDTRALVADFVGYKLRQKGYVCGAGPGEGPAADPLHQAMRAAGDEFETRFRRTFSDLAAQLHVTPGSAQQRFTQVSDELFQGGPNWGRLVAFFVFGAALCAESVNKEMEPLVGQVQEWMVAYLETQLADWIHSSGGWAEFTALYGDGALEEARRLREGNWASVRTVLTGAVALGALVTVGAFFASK
RGS7-Gao reg: human RGS7-Galphao interaction regulation | Multiplexed bead flow cytometry, RGS7-Galphao binding; actives lie on both sides | binding response (% of control), % at 10 µM | 220,000 compounds, 0.35% hits | AID 1439; in the data active = binding response below about 49% or above about 150%; inconclusive = no clear call, values can overlap the other calls; inactive = in between;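 note: fluorescent Galphao held in activated GDP-AlF4 state binding bead-coupled RGS7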
Bim-Bcl-2: disrupts Bim peptide binding to human Bcl-2; inhibition, % at 10 µM; P10415; AID 950; 190,000 compounds, 0.06% hits; Bead-based flow cytometry, Bim peptide-Bcl-2 binding; in the data active = inhibition above about 40%; inconclusive = no clear call, values can overlap the other calls;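 note: 0% = no compound wells with probe peptide and 100% = reference peptide inhibitor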
Target sequence (P10415 whole entry, looked up): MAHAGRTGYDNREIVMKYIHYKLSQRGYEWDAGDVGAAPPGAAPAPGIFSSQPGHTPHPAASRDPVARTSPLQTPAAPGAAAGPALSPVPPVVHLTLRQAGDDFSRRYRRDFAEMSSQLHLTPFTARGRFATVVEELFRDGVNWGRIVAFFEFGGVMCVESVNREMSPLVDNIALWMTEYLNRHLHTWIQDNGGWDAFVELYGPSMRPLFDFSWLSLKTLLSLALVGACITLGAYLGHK
ABCB1 inh: human ABCB1 inhibition, ABCG2 as counter-screen. inhibition, % at 6.6 µM. P08183. CCRF-Adr cells, JC-1 efflux, flow cytometry. AID 1326. 190,000 compounds, 0.067% hits; in the data active = inhibition above about 40%;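 note: 0% = vehicle and 100% = reference inhibitor; higher value means more JC-1 retained so stronger ABCB1 efflux block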
RGS8-Gao: modulates binding of RGS8 to human Galphao; response (percent of control binding), % at 10 µM; multiplexed bead flow cytometry; actives lie on both sides; P09471; 220,000 compounds, 0.34% hits; in the data active = response below about 60% or above about 140%; inactive = in between;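 note: Galphao activated as the GDP aluminium fluoride complex binding bead-coupled RGS8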
Bim-Bcl-XL: human Bim-Bcl-XL interaction inhibition; Q07817; Bim peptide-Bcl-XL binding, bead flow cytometry, fluorescence; inhibition, % at 10 µM; 190,000 compounds, 0.04% hits; AID 1007
Bim-Bfl-1: inhibitors of Bim-Bfl-1 interaction, human; 190,000 compounds, 0.12% hits; inhibition, % at 10 µM; Q16548; Bead-based flow cytometry, Bim-Bfl-1 binding inhibition; AID 1008;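 note: 0% = wells without compound plus tracer and 100% = blocker peptide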
ABCG2 block: blocks JC-1 efflux by human ABCG2 transporter; Q9UNQ0; IgMXP3 cells, flow cytometry; inhibition, % at 6.6 µM; 190,000 compounds, 0.1% hits; AID 1325;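 active = inhibition above 80%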;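 note: 0% = DMSO and 100% = nicardipine control wells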
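Test system: IgMXP3 (ABCG2) plus far-red-tagged CCRF-Adr (ABCB1) cells. Reagent: JC-1 dye as substrate. Timing: 10 min exposure at 25 °C with rotation, no wash. Measured by: flow cytometric JC-1 green MFI at 530 nm. Read-out: percent efflux inhibition, scaled nicardipine 100% to DMSO 0%. Control set: nicardipine and DMSO wells.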
GSH fluor: GSH bead compound fluorescence profile. 190,000 compounds, 0.25% hits. fluorescence (KMESF) at 10 µM. GSH beads flow cytometry, compound fluorescence 488/530 nm; hits give high values; in the data active = fluorescence above about 89;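 note: glutathione beads carrying GST-tagged Bcl family fusion proteins plus one bare bead set; values are compound well signal with DMSO vehicle wells as background; inactives centre near 16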
Bcl-B Bim block: disrupts Bim peptide binding to human Bcl-B. 190,000 compounds, 0.073% hits. bead-based flow cytometry. Q9HD36. inhibition, % at 10 µM;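 note: 0% = tracer peptide without compound and 100% = reference inhibitor peptide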
Target sequence (Q9HD36 whole entry, looked up): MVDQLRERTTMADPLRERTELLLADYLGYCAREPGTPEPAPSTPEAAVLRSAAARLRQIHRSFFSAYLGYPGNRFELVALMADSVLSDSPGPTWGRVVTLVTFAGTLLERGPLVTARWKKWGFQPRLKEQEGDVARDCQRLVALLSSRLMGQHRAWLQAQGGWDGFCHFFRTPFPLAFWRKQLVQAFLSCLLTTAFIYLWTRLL
Active calls of the source: *. Cut-off read from the data, not from the text of the source, unless noted: active = inhibition above about 40%. Compounds as they come; about 1.1% have a hit in one of these screens.

Results for Cc1ccc(Cn2ccc(=O)c(OCc3c(Cl)cccc3Cl)c2C)cc1 ?
RGS4-Gao reg: 87; Bim-Bcl-W: 0; RGS7-Gao reg: 99; Bim-Bcl-2: -6; ABCB1 inh: 2.1; RGS8-Gao: 90; Bim-Bcl-XL: 0; Bim-Bfl-1: -3; ABCG2 block: 4; GSH fluor: 24; Bcl-B Bim block: -1

Results for CCOCc1cn(CC(=O)c2ccc([N+](=O)[O-])cc2)c(C)nc1=N ?
RGS4-Gao reg: 99; Bim-Bcl-W: -3; RGS7-Gao reg: 102; Bim-Bcl-2: -10; ABCB1 inh: 0.1; RGS8-Gao: 101; Bim-Bcl-XL: -5; Bim-Bfl-1: -11; ABCG2 block: 1; GSH fluor: 11; Bcl-B Bim block: -10

What do the screens show for `Cc1ccc(NC(=O)COC(=O)CNC(=O)c2cccc([N+](=O)[O-])c2)cc1S(=O)(=O)N1CCCCCC1`?
RGS4-Gao reg: 98; Bim-Bcl-W: 1; RGS7-Gao reg: 100; Bim-Bcl-2: 3; ABCB1 inh: 0.0; RGS8-Gao: 102; Bim-Bcl-XL: -1; Bim-Bfl-1: 0; ABCG2 block: 4; GSH fluor: 8; Bcl-B Bim block: 0

How did COc1ccc(Cl)cc1NC(=O)Nc1ccccc1SC do in these assays?
RGS4-Gao reg: 98; Bim-Bcl-W: -8; RGS7-Gao reg: inconclusive; Bim-Bcl-2: -5; ABCB1 inh: -0.1; RGS8-Gao: 97; Bim-Bcl-XL: -3; Bim-Bfl-1: -7; ABCG2 block: 7; GSH fluor: 16; Bcl-B Bim block: -10

Results for Cc1nc(Nc2ccc(C(=O)O)cc2)sc1-c1ccccc1 ?
RGS4-Gao reg: 100; Bim-Bcl-W: 9; RGS7-Gao reg: 93; Bim-Bcl-2: -2; ABCB1 inh: 0.5; RGS8-Gao: 99; Bim-Bcl-XL: 6; Bim-Bfl-1: 1; ABCG2 block: 21; GSH fluor: 9; Bcl-B Bim block: 0

Results for Cc1cc(C)c(C#N)c(SCc2ccccc2F)n1 ?
RGS4-Gao reg: 100; Bim-Bcl-W: -2; RGS7-Gao reg: 100; Bim-Bcl-2: 0; ABCB1 inh: -0.1; RGS8-Gao: 100; Bim-Bcl-XL: -2; Bim-Bfl-1: -5; ABCG2 block: 0; GSH fluor: 13; Bcl-B Bim block: -5

What do the screens show for `COc1cc(/C=N/NC(=O)C(=O)Nc2ccccn2)ccc1O`?
RGS4-Gao reg: 100; Bim-Bcl-W: -3; RGS7-Gao reg: 104; Bim-Bcl-2: -12; ABCB1 inh: 1.4; RGS8-Gao: 107; Bim-Bcl-XL: -6; Bim-Bfl-1: -6; ABCG2 block: 43; GSH fluor: 18; Bcl-B Bim block: 1

Results for CCC(C)(C)NC(=O)C(C)OC(=O)c1nsc(Cl)c1Cl (stereo not drawn) ?
Bim-Bcl-W: -3; Bim-Bcl-2: -7; ABCB1 inh: 0.5; Bim-Bcl-XL: -3; Bim-Bfl-1: 3; ABCG2 block: 2; GSH fluor: 19; Bcl-B Bim block: -3

Results for O=C(C1CCCN(S(=O)(=O)c2cnc[nH]2)C1)N(CCc1ccccc1)Cc1ccccc1 (stereo not drawn) ?
RGS4-Gao reg: 85; Bim-Bcl-W: -2; RGS7-Gao reg: 85; Bim-Bcl-2: 0; ABCB1 inh: -1.4; RGS8-Gao: 72; Bim-Bcl-XL: 0; Bim-Bfl-1: 0; ABCG2 block: 2; GSH fluor: 21; Bcl-B Bim block: 0

What do the screens show for `O=C(O)c1cnn2c(-c3ccc(F)cc3)ccnc12`?
RGS4-Gao reg: 96; Bim-Bcl-W: -4; RGS7-Gao reg: 94; Bim-Bcl-2: -3; ABCB1 inh: 0.0; RGS8-Gao: 97; Bim-Bcl-XL: -1; Bim-Bfl-1: -6; ABCG2 block: 0; GSH fluor: 10; Bcl-B Bim block: -1

What do the screens show for `CNc1nc(SCc2ccccc2Cl)nc2c1CCCC2`?
RGS4-Gao reg: 101; Bim-Bcl-W: -1; RGS7-Gao reg: 102; Bim-Bcl-2: -2; ABCB1 inh: 0.6; RGS8-Gao: 102; Bim-Bcl-XL: -1; Bim-Bfl-1: -3; ABCG2 block: 7; GSH fluor: 12; Bcl-B Bim block: -3

How did CCOC(=O)c1cc(-c2ccccc2)sc1NC(=S)Nc1cccc(C)n1 do in these assays?
RGS4-Gao reg: 100; Bim-Bcl-W: 0; RGS7-Gao reg: 101; Bim-Bcl-2: -1; ABCB1 inh: -0.4; RGS8-Gao: 102; Bim-Bcl-XL: -2; Bim-Bfl-1: 3; ABCG2 block: -1; GSH fluor: 16; Bcl-B Bim block: -1

What do the screens show for `COc1ccc(CNC(=O)CCCn2nc(C)c([N+](=O)[O-])c2C)cc1`?
RGS4-Gao reg: 100; Bim-Bcl-W: -2; RGS7-Gao reg: 100; Bim-Bcl-2: -4; ABCB1 inh: 1.0; RGS8-Gao: 102; Bim-Bcl-XL: -4; Bim-Bfl-1: -1; ABCG2 block: 4; GSH fluor: 22; Bcl-B Bim block: -3

What do the screens show for `COc1ccc(C(=O)NC2CCN(C(=S)NCc3ccco3)CC2)cc1`?
RGS4-Gao reg: 101; Bim-Bcl-W: -2; RGS7-Gao reg: 99; Bim-Bcl-2: -10; ABCB1 inh: 0.8; RGS8-Gao: 101; Bim-Bcl-XL: -9; Bim-Bfl-1: -11; ABCG2 block: 8; GSH fluor: 42; Bcl-B Bim block: -12

Results for CC(C)(C)NC(=O)c1ccc2c3c(cccc13)CC2 ?
RGS4-Gao reg: 101; Bim-Bcl-W: 1; RGS7-Gao reg: 104; Bim-Bcl-2: -1; ABCB1 inh: 0.2; RGS8-Gao: 99; Bim-Bcl-XL: 1; Bim-Bfl-1: -5; ABCG2 block: 5; GSH fluor: 20; Bcl-B Bim block: -2

What do the screens show for `C=CCNC(=O)c1ccc2nccnc2c1`?
RGS4-Gao reg: 89; Bim-Bcl-W: 12; RGS7-Gao reg: 96; Bim-Bcl-2: 13; ABCB1 inh: 0.0; RGS8-Gao: 101; Bim-Bcl-XL: 4; Bim-Bfl-1: 9; ABCG2 block: 1; GSH fluor: 34; Bcl-B Bim block: 14

How did CC1(C)CC(=O)C2=C(C1)Nc1ccccc1NC2c1cccs1 (stereo not drawn) do in these assays?
RGS4-Gao reg: 101; Bim-Bcl-W: 0; RGS7-Gao reg: 95; Bim-Bcl-2: -3; ABCB1 inh: 0.6; RGS8-Gao: 102; Bim-Bcl-XL: -3; Bim-Bfl-1: -9; ABCG2 block: 1; GSH fluor: 20; Bcl-B Bim block: 2

What do the screens show for `CCCC(=O)Nc1ccc(C(=O)NN=C(C2CC2)C2CC2)cc1`?
RGS4-Gao reg: 102; Bim-Bcl-W: 0; RGS7-Gao reg: 102; Bim-Bcl-2: 3; ABCB1 inh: 0.5; RGS8-Gao: 103; Bim-Bcl-XL: -3; Bim-Bfl-1: 0; ABCG2 block: 4; GSH fluor: 8; Bcl-B Bim block: 0

Results for Cc1ccc(N2C(=O)N(CC(=O)N3CCCc4ccccc43)C(=O)C2C)cc1 (stereo not drawn) ?
RGS4-Gao reg: 98; Bim-Bcl-W: -4; RGS7-Gao reg: 101; Bim-Bcl-2: -6; ABCB1 inh: 0.2; RGS8-Gao: 103; Bim-Bcl-XL: -5; Bim-Bfl-1: -5; ABCG2 block: 0; GSH fluor: 14; Bcl-B Bim block: -1

How did Cc1cc(C)c2cc(CNC3CCCC3)c(Cl)nc2c1 do in these assays?
RGS4-Gao reg: 81; Bim-Bcl-W: -5; RGS7-Gao reg: 100; Bim-Bcl-2: -4; ABCB1 inh: 0.2; RGS8-Gao: 88; Bim-Bcl-XL: -4; Bim-Bfl-1: -10; ABCG2 block: 0; GSH fluor: 21; Bcl-B Bim block: -11

Of the compounds above, 3 contain an aryl thioether with sulfur outside any ring:
How did COc1ccc(Cl)cc1NC(=O)Nc1ccccc1SC do in these assays?
RGS4-Gao reg: 98; Bim-Bcl-W: -8; RGS7-Gao reg: inconclusive; Bim-Bcl-2: -5; ABCB1 inh: -0.1; RGS8-Gao: 97; Bim-Bcl-XL: -3; Bim-Bfl-1: -7; ABCG2 block: 7; GSH fluor: 16; Bcl-B Bim block: -10

Results for Cc1cc(C)c(C#N)c(SCc2ccccc2F)n1 ?
RGS4-Gao reg: 100; Bim-Bcl-W: -2; RGS7-Gao reg: 100; Bim-Bcl-2: 0; ABCB1 inh: -0.1; RGS8-Gao: 100; Bim-Bcl-XL: -2; Bim-Bfl-1: -5; ABCG2 block: 0; GSH fluor: 13; Bcl-B Bim block: -5

What do the screens show for `CNc1nc(SCc2ccccc2Cl)nc2c1CCCC2`?
RGS4-Gao reg: 101; Bim-Bcl-W: -1; RGS7-Gao reg: 102; Bim-Bcl-2: -2; ABCB1 inh: 0.6; RGS8-Gao: 102; Bim-Bcl-XL: -1; Bim-Bfl-1: -3; ABCG2 block: 7; GSH fluor: 12; Bcl-B Bim block: -3

Remaining list, next part
Results for Cn1cnnc1-c1cccc(NC(=O)c2cc(F)c(F)cc2Cl)c1 ?
RGS4-Gao reg: 99; Bim-Bcl-W: 0; RGS7-Gao reg: 102; Bim-Bcl-2: -2; ABCB1 inh: 0.0; RGS8-Gao: 103; Bim-Bcl-XL: 0; Bim-Bfl-1: -8; ABCG2 block: 2; GSH fluor: 11; Bcl-B Bim block: -3

What do the screens show for `Cc1ccc(Nc2nc(N3CCOCC3)c3ccccc3n2)cc1`?
RGS4-Gao reg: 99; Bim-Bcl-W: 1; RGS7-Gao reg: 99; Bim-Bcl-2: -4; ABCB1 inh: -0.1; RGS8-Gao: 102; Bim-Bcl-XL: 0; Bim-Bfl-1: -11; ABCG2 block: 0; GSH fluor: 5; Bcl-B Bim block: -7

Results for CCC(C)(C)C1CCC(=NNC(=O)c2ccc(Br)o2)CC1 (stereo not drawn) ?
RGS4-Gao reg: 100; Bim-Bcl-W: -4; RGS7-Gao reg: 96; Bim-Bcl-2: -5; ABCB1 inh: 0.5; RGS8-Gao: 100; Bim-Bcl-XL: -5; Bim-Bfl-1: -10; ABCG2 block: 1; GSH fluor: 17; Bcl-B Bim block: -7

How did CC(C)(C)C(=O)NC(=S)Nc1cc(C(=O)O)ccc1Cl do in these assays?
RGS4-Gao reg: 92; Bim-Bcl-W: 0; RGS7-Gao reg: 99; Bim-Bcl-2: -6; ABCB1 inh: -0.6; RGS8-Gao: 98; Bim-Bcl-XL: -13; Bim-Bfl-1: -24; ABCG2 block: 1; GSH fluor: 23; Bcl-B Bim block: -11

What do the screens show for `Cc1nn(Cc2ccc(Cl)cc2Cl)c(C)c1NC(=O)c1sc2ccccc2c1Cl`?
RGS4-Gao reg: 102; Bim-Bcl-W: 0; RGS7-Gao reg: 101; Bim-Bcl-2: 0; ABCB1 inh: 0.9; RGS8-Gao: 100; Bim-Bcl-XL: -1; Bim-Bfl-1: -1; ABCG2 block: 3; GSH fluor: 17; Bcl-B Bim block: 2

High-throughput results deposited in PubChem by NMMLSC.
